# TIM10 inh = growth inhibitors of TIM10 yeast strain; S. cerevisiae TIM10 strain growth, BacTiter-Glo luminescence, 24 h; inhibition, % at 10 µM; hit rate 1.4% among 330,000;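 active means inhibition of 40% or more at the single tested concentration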;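 further: wild-type TIM10 isogenic control strain grown at permissive 25 °C; 0% = DMSO yeast wells and 100% = minimal medium wells without yeast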
# tim23-1 inh = inhibits growth of tim23-1 mutant yeast | S. cerevisiae tim23-1 growth, BacTiter-Glo luminescence, 24 h | hit rate 1.3% among 330,000 | inhibition, % at 20 µM;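 active means growth inhibition of the mutant yeast at or above 50%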;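 further: temperature-sensitive mutant grown at 25 °C; plate controls were DMSO-treated mutant yeast for no effect and medium wells lacking yeast for full effect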
# tim10-1 inh = tim10-1 yeast growth inhibition; S. cerevisiae tim10-1 ts strain growth, BacTiter-Glo, 24 h; inhibition, % at 20 µM; hit rate 2.2% among 330,000; AID 463190;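 active means inhibition of at least 40%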;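 further: mutant grown at 25 °C; 0% = DMSO wells with yeast and 100% = wells holding no yeast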
# NALP3 yeast inh = NALP3 inhibition in yeast. Yeast reconstituted NLRP3/ASC/caspase-1, beta-gal luminescence, 24 h. hit rate 0.39% among 330,000. AID 2825. inhibition, % at 10 µM;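 active means inhibition of 50% or more; inactive means inhibition below 50%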;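 further: plate controls were induced DMSO wells for no effect and uninduced yeast grown without galactose for full effect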
# MIN6 prolif = induces beta-cell replication in MIN6 cells. MIN6 cells proliferation, ATPlite luminescence, 48 h; cells starved in 0.2% serum; 100% = growth in 10% serum. proliferation, % at 10 µM. hit rate 0.29% among 330,000;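 active means compounds whose signal lies at least 3.5 SD above the mean of all wells on their plate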;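 further: 0% = DMSO-treated cells in low-serum medium and 100% = 10% serum control; some compounds called inactive have numbers as strong as hits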
# APJ antagonist = antagonists of human APJ apelin receptor; inhibition, % at 20 µM; AID 2521; P35414; hit rate 0.32% among 330,000; CHO-K1 APJ beta-arrestin complementation, luminescence;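 active means inhibition above about 40% at 20 µM, limit read from the data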;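 further: cells challenged with 10 nM apelin-13 agonist together with compound; plate controls were apelin-13 plus DMSO wells for no effect and DMSO wells lacking apelin-13 for full effect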
# Target sequence (P35414 whole entry, looked up): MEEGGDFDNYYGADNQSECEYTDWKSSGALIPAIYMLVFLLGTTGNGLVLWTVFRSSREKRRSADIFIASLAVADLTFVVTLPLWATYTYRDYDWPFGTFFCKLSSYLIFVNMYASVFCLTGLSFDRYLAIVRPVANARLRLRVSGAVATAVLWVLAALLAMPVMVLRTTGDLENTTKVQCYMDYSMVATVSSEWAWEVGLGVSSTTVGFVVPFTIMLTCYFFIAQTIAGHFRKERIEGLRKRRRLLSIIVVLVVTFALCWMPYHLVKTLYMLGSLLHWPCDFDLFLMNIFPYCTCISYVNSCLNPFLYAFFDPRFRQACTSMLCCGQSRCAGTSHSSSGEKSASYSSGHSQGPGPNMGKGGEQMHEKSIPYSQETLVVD
# APJ agonist = agonists of human APJ apelin receptor | P35414 | CHO-K1 APJ PathHunter beta-arrestin, luminescence; 0% DMSO wells, 100% apelin | hit rate 0.11% among 330,000 | activation, % at 20 µM;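 active means activation more than six SD over the plate average, tested at 20 µM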;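 further: 0% = DMSO alone and 100% = apelin-13 at 10 nM; some results filed as inactive read as strong as hits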
#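 Assay system: CHO-K1 cells stably expressing ProLink-tagged human APJ and arrestin–beta-gal acceptor. Compound dosing: 20 µM single point, 1% DMSO. Times: 16-18 h seeding, 90 min dark compound exposure, 60 min detection. Detection: beta-gal luminescence. Evaluation: APJ–arrestin association signal. Controls: negative DMSO alone, positive Apelin-13 at 10 nM.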
# MPTP block = permeability transition pore inhibition | inhibition, % at 10 µM | isolated mouse mitochondria, Ca2+ swelling absorbance, 30 min | hit rate 1.4% among 360,000;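 active means inhibition of 50% or more, scaled per plate between neutral and stimulator controls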;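 further: 0% = DMSO wells given calcium and 100% = 1 mM EGTA wells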
# NR3A LBD binder = modulators (binders) of human NR3A ligand-binding domain. NR3A LBD differential scanning fluorimetry, Tm shift; 0% = protein alone, 100% = glycine-bound protein. Tm shift relative to glycine control, % at 25 µM. hit rate 2.5% among 340,000;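 active means melting temperature shift of at least 10% of the positive control shift, at one fixed dose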
# * marks the source's active call; other numbers are inactive results.
# Values run as follows: TIM10 inh	tim23-1 inh	tim10-1 inh	NALP3 yeast inh	MIN6 prolif	APJ antagonist	APJ agonist	MPTP block	NR3A LBD binder
Cc1ccc(C2NC(=O)c3c(sc4c3CCN(C)C4)N2)o1 (stereo unspecified)
  8	8	11	12	0	11	1	-1.3	0
Clc1ccc(Cn2nnc(-c3ccc(CN4CCOCC4)cc3)n2)cc1
  -22	-60	-4	31	1	-14	-1	0.9	2
CCOC(=O)c1sc2nc(CSc3ccccc3)nc(N3CCC(C(N)=O)CC3)c2c1C
  6	36	-18	17	-4	19	-3	-2.6	-5
O=S(=O)([N-]c1nc2ccccc2nc1-n1cc[n+](Cc2ccccc2)c1)c1ccc(Br)cc1
  -13	-20	-3	5	1	10	4	3.7	-1
COc1cc(OC)c(OC)cc1CN1CCN(c2ccc(F)cc2)CC1
  2	11	-6	1	-3	10	0	-1.5	1
Cc1cc(C)c2nc(-c3ccccn3)cc(C(=O)NCc3cc(C)n(C)n3)c2c1
  14	15	23	10	-2	12	3	0.9	0
CSCCC(NC(=O)c1ccco1)C(=O)NCc1ccc(F)cc1 (stereo unspecified)
  -10	9	1	-4	1	9	-3	1.8	2
O=C(c1cnc2n(c1=O)CCS2)N1CCN(C(c2ccccc2)c2ccc(Cl)cc2)CC1 (stereo unspecified)
  10	17	10	3	-6	1	-5	-1.2	-5
COC(=O)c1ccc(NC(=O)CN2CCCC2)cc1
  -7	6	9	-3	2	-13	7	0.9	-2
CCn1c(Cc2ccccc2)nnc1SCC(=O)NC1CC1
  -10	11	17	2	-1	4	1	0.2	-1
COC(=O)CCC(=O)NC(=S)Nc1ccccc1F
  -5	-6	-7	-24	-1	30	-3	0.0	-3
COc1cccc(OCCOCC(O)CN2CCN(Cc3ccc(Cl)cc3)CC2)c1 (stereo unspecified)
  -15	-7	-29	19	-1	7	2	1.4	-2
CC1(C)Cc2c(cnn2-c2ccccc2)C(NC(=O)c2ccoc2)C1 (stereo unspecified)
  4	22	16	-2	-2	0	8	0.6	-2
O=C(CSc1ncnc2c1cnn2-c1ccccc1)Nc1ccccc1
  -8	3	-5	35	-4	54*	2	80*	-1
Cc1ccc2cc(/C=N/NC(=O)c3ccccc3[N+](=O)[O-])c(Cl)nc2c1
  15	3	13	-6	-5	17	2	-1.3	-11

# Quoted at random: 2 entries already listed
# Values run as follows: TIM10 inh	tim23-1 inh	tim10-1 inh	NALP3 yeast inh	MIN6 prolif	APJ antagonist	APJ agonist	MPTP block	NR3A LBD binder
O=C(c1cnc2n(c1=O)CCS2)N1CCN(C(c2ccccc2)c2ccc(Cl)cc2)CC1 (stereo unspecified)
  10	17	10	3	-6	1	-5	-1.2	-5
Clc1ccc(Cn2nnc(-c3ccc(CN4CCOCC4)cc3)n2)cc1
  -22	-60	-4	31	1	-14	-1	0.9	2

# Later entries
# Values run as follows: TIM10 inh	tim23-1 inh	tim10-1 inh	NALP3 yeast inh	MIN6 prolif	APJ antagonist	APJ agonist	MPTP block	NR3A LBD binder
CCOC(=O)C1(CC2CC2)CCN(Cc2ccc(C(=O)OC)cc2)CC1
  -2	24	13	13	-1	-22	-3	2.6	0
CC(C)NC(=O)C(=O)NNC(=O)C12CC3CC(CC(C3)C1)C2
  -1	3	20	25	0	0	-4	-2.3	1
O=C(NCc1ccco1)c1cc(S(=O)(=O)NC2CC2)ccc1Br
  2	3	-12	14	0	1	0	-1.8	4
COc1ccc(CC(=O)N2CCN(c3ccccc3)CC2)cc1OC
  0	14	0	10	1	-18	1	-0.7	0
O=C(CNC(=O)c1ccco1)Nc1cc(Cl)ccc1N1CCOCC1
  -4	2	20	0	1	-5	-6	-0.2	-5
O=C(CSc1ncnc2sc3c(c12)CCCCC3)NCc1ccco1
  27	40	47*	16	-1	-7	-3	-0.1	1
O=C(CNC(=O)c1ccccc1Br)NNC(=O)c1cccs1
  3	11	7	-3	1	-6	-5	-3.3	0
O=C(c1ccccc1SCc1ccccc1)N1CCCCCC1
  12	30	29	9	-1	-3	-3	2.1	-7
Cc1cc(=O)oc(C)c1C(=O)Nc1ccccc1F
  -4	-5	15	2	-1	-5	1	-1.9	1
COc1ccc(NC(=O)CN2CCN(C3c4ccccc4-c4ccccc43)CC2)cc1
  32	35	31	15	-5	21	0	-0.7	-6
O=c1[nH]c2ccccc2n2cnnc12
  -2	-1	-10	5	0	14	-4	-1.4	-4
Cc1cccc(C)c1NC(=O)NCc1ccco1
  11	3	-10	3	-3	4	-4	-0.1	-411
COc1ccc([N+](=O)[O-])cc1N(CC(O)CN(CC(C)C)CC(C)C)S(=O)(=O)c1ccc(C)cc1 (stereo unspecified)
  16	32	11	9	-5	8	2	3.0	-2
COc1ccc(/C=C(\C#N)C(=O)OCC(=O)Nc2c(C)cccc2C(C)C)cc1
  -10	-18	17	6	-3	5	-3	10	-1
C=C(C)CN(CC)c1ccc(N2C(=O)CCCC2=O)cc1[N+](=O)[O-]
  16	20	12	9	0	2	0	1.0	1

# Values run as follows: TIM10 inh	tim23-1 inh	tim10-1 inh	NALP3 yeast inh	MIN6 prolif	APJ antagonist	APJ agonist	MPTP block	NR3A LBD binder
Cc1ccc(C)c(NS(=O)(=O)c2cc(C(=O)Nc3ccccc3-c3ccccc3)ccc2C)c1
  15	16	8	10	-6	16	-2	0.1	2
CCCCNC(=O)N1CCOCCOCCN(C(=O)NCCCC)CCOCCOCC1
  -8	7	-7	15	-2	-9	2	0.1	-11
COc1ccc(OC)c(Nc2c3c(nc4ccccc24)CCC3)c1
  4	8	18	-3	-4	4	-1	1.3	-4
NS(=O)(=O)c1cccc(NS(=O)(=O)c2ccc3ccccc3c2)c1
  -19	-11	0	11	-2	-8	-3	1.2	8
CC(C)c1nc2cc(C(=O)N3CCNC(=O)C3c3cccc(F)c3)ccc2o1 (stereo unspecified)
  0	6	1	-14	5	10	0	0.0	1
CN(C)S(=O)(=O)N1CCC(Oc2ccc(C(=O)NC3Cc4ccccc4C3)cc2)CC1
  19	29	44*	3	-2	-22	2	-1.5	0
COc1cc(NC(=O)CN2C(=O)C(=O)N(CC(C)C)C2=O)cc(OC)c1
  -9	-9	-18	8	-4	-3	-3	1.0	29*
CC1CN(C(=O)CN2C(=O)c3ccccc3S2(=O)=O)CC(C)O1 (stereo unspecified)
  3	3	5	17	0	14	-1	0.2	-4
COc1ccc(C=C2C(=O)c3ccccc3C2=O)cc1O
  36	40	34	-3	-2	45*	-8	12	-2
CC1(C)Cc2c(sc3c2c(=N)n(Cc2ccco2)c(=O)n3CC(=O)Nc2ccccc2)CO1
  -11	0	-3	11	-1	1	-7	-1.8	-2
Cc1nn(-c2nc3ccccc3s2)c(N)c1-c1ccc(Cl)cc1
  2	4	28	6	-1	14	-1	1.4	-17
CCOc1ccc(-n2nnnc2-c2nc3ccccc3s2)cc1
  11	-4	5	17	0	4	2	0.6	-3
COc1ccc(-c2c(-c3cc(OC)cc(OC)c3)n(C)c3ccc(-c4ccn[nH]4)cc23)cc1
  13	18	14	18	-7	2	-2	1.6	-6
Cc1nn(Cc2ccc(C(=O)Nc3ccc(C(=O)OC(C)C)cc3)o2)c(C)c1Cl
  2	11	17	9	-4	-17	-5	1.2	9
Cc1c(Cl)cccc1NC(=O)COC(=O)Cn1cnc2c1c(=O)n(C)c(=O)n2C
  3	6	16	3	0	1	3	-1.3	2

# Values run as follows: TIM10 inh	tim23-1 inh	tim10-1 inh	NALP3 yeast inh	MIN6 prolif	APJ antagonist	APJ agonist	MPTP block	NR3A LBD binder
Cc1cccc(CN2C(=O)[C@H]3Cc4c([nH]c5ccccc45)C(C)(C)N3C2=O)c1
  43*	48	44*	-5	-8	1	15	3.3	0
C=CCN(CC=C)C(=O)CN1C(=O)NC(C)(c2ccc3cc(OC)ccc3c2)C1=O (stereo unspecified)
  9	17	30	12	1	-2	-1	1.5	1
O=C(Nc1ccccc1Cl)c1ccc2nc(N3CCOCC3)sc2c1
  4	3	0	18	0	-1	-2	-0.1	0
CCCS(=O)(=O)c1nc(S(=O)(=O)c2ccc(C)cc2)c(N2CCC(C(N)=O)CC2)s1
  -5	7	7	6	1	6	0	-0.2	0
COc1cccc(NC(=O)CCC(=O)N2CC(C)Oc3ccc(C)cc32)c1 (stereo unspecified)
  14	25	13	-9	-1	-3	-3	-2.0	2
COC(=O)c1c(NC(=O)C(=O)N2CCOCC2)sc2c1CCCC2
  10	49	52*	13	0	15	1	1.9	-2
C/C(=C\c1ccccc1)C(=O)NCCN1CCOCC1
  -19	25	-2	10	0	17	-3	0.8	0
CC(=O)Nc1ccc(NC(=O)c2c(C)nn(Cc3ccccc3)c2Cl)cc1
  -3	12	6	-12	0	-9	-1	-0.1	1
CCN(CC)CC(=O)N1c2ccccc2Sc2ccc(Cl)cc21
  3	5	1	14	-3	4	-5	0.9	0
Cc1noc(C)c1S(=O)(=O)N(CC(=O)N1CCc2ccccc21)c1ccc(C(C)C)cc1
  10	5	0	-1	-1	6	-4	1.1	3
Cc1c(CC(=O)O)c(=O)oc2c(C)c(OCc3nn[nH]n3)ccc12
  5	10	-11	-1	3	-6	-4	0.9	-1
COc1ccc(Br)cc1S(=O)(=O)N(CC(=O)N1CCOCC1)c1ccccc1
  2	21	-1	16	0	-3	1	-1.0	1
COc1ccc(CN(C(=O)c2nsc(Cl)c2Cl)C(C(=O)NC2CCCC2)c2ccc(C)cc2)cc1 (stereo unspecified)
  15	31	29	19	-6	-4	-2	6.5	-2
O=C(O)c1cc2[nH]c3c(c2cc1Cl)CCCC3
  -1	-8	5	11	2	-1	-1	0.4	1
O=C(CSc1n[nH]c(-c2ccccn2)n1)Nc1ccc(Cl)cc1
  40	32	14	7	-2	26	-6	1.0	6
O=C(CN1CCN(C(=O)C2CCCO2)CC1)Nc1cc(C(F)(F)F)ccc1Cl (stereo unspecified)
  1	3	3	-8	0	-2	-8	-1.6	1

# Among those listed so far, these have a furan ring, fused or not.
# Values run as follows: TIM10 inh	tim23-1 inh	tim10-1 inh	NALP3 yeast inh	MIN6 prolif	APJ antagonist	APJ agonist	MPTP block	NR3A LBD binder
Cc1ccc(C2NC(=O)c3c(sc4c3CCN(C)C4)N2)o1 (stereo unspecified)
  8	8	11	12	0	11	1	-1.3	0
CSCCC(NC(=O)c1ccco1)C(=O)NCc1ccc(F)cc1 (stereo unspecified)
  -10	9	1	-4	1	9	-3	1.8	2
CC1(C)Cc2c(cnn2-c2ccccc2)C(NC(=O)c2ccoc2)C1 (stereo unspecified)
  4	22	16	-2	-2	0	8	0.6	-2
O=C(NCc1ccco1)c1cc(S(=O)(=O)NC2CC2)ccc1Br
  2	3	-12	14	0	1	0	-1.8	4
O=C(CNC(=O)c1ccco1)Nc1cc(Cl)ccc1N1CCOCC1
  -4	2	20	0	1	-5	-6	-0.2	-5
O=C(CSc1ncnc2sc3c(c12)CCCCC3)NCc1ccco1
  27	40	47*	16	-1	-7	-3	-0.1	1
Cc1cccc(C)c1NC(=O)NCc1ccco1
  11	3	-10	3	-3	4	-4	-0.1	-411
CC1(C)Cc2c(sc3c2c(=N)n(Cc2ccco2)c(=O)n3CC(=O)Nc2ccccc2)CO1
  -11	0	-3	11	-1	1	-7	-1.8	-2
Cc1nn(Cc2ccc(C(=O)Nc3ccc(C(=O)OC(C)C)cc3)o2)c(C)c1Cl
  2	11	17	9	-4	-17	-5	1.2	9

# Assay outcomes as filed in PubChem.
